Compound activity as filed in PubChem.
GALK inh – blocks human galactokinase activity; P51570; Purified GALK, Kinase-Glo residual ATP luminescence; Potency, µM (series often up to 57.5 µM), without a hit: at the highest dose activity change, negative = inhibition, usual class: inhibitors; hit rate 0.007% among 270,000; AID 1868; further: potency means the concentration at half of the fitted maximal effect; on the % scale 0 is the no-effect control and ±100 the full control effect
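Kinase-Glo Plus luminescence measured ATP left after a 1 h room-temperature reaction. The reaction used 5 nM GALK, 100 uM galactose and 35 uM ATP at pH 8.0 (20 mM HEPES, 5 mM MgCl2, 60 mM NaCl, 1 mM DTT, 0.01% BSA).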
TRPV1 ag – human TRPV1 agonism. Q8NER1. TRPV1-expressing cells, Fluo-8 calcium influx, agonist mode. activation, % at 8.33 µM. hit rate 0.19% among 320,000. AID 540275; in the data active means activation above about 80%; inconclusive means between about 30% and that limit; further: 0% is about no effect
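Fluo-8 calcium influx in TRPV1-expressing cells, kinetic read (ex 480/em 520 nm). Compound added and read 3 min for agonist activity, followed by capsaicin at EC20 final and 2 min further read for enhancement.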
Giardia kill – kills Giardia lamblia; Giardia lamblia trophozoite viability; activity change, % at 7.66 µM, hits read low; hit rate 0.15% among 340,000; AID 540267; in the data active means activity change below about -80%; inconclusive means between about -30% and that limit;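 further: parasites exposed to compound for two days anaerobically before the ATP read; on the % scale 0 is the no-effect control and ±100 the full control effect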
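Media and compound were dispensed first, then trophozoites at 100 cells/well; plates sat 48 hrs at 37 deg C without oxygen before ATP luminescence reagent was added and read after 15-30 min at room temperature.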
USP2a block – inhibitors of human ubiquitin-specific protease USP2a; AID 463254; hit rate 0.01% among 330,000; Potency, µM (series often up to 38.3 µM), inactives show top-dose activity change, negative = inhibition, usual class: inhibitors; USP2 core, Ub-CHOP2 coupled fluorogenic reporter, 485/531; O75604;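 further: potency means the concentration at half of the fitted maximal effect; plate controls were DMSO wells for no effect and full inhibition by NEM control for full effect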
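Cell-free coupled assay: 10nM USP2 core preincubated 30min RT with compound in Tris-HCl pH 8.0/CaCl2/CHAPS buffer, then 25nM Ub-CHOP2 and 25nM reporter substrate; fluorescence (Ex 485/Em 531) read after 60min RT, normalized to NEM inhibition, concentration-response curves fitted.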
KCNH2 WT inh – inhibitors of human wildtype KCNH2 potassium channel; hit rate 0.37% among 340,000; AID 720551; Q12809; U2OS, BacMam KCNH2, thallium flux FluxOr; stronger effect = lower value; activity change, % at 1.84 µM;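 active means maximum activity change below -70%; inconclusive means maximum activity change between -70% and -50%; inactive means maximum activity change above -50%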; further: on the % scale 0 is the no-effect control and ±100 the full control effect
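U2OS cells transduced with wild-type KCNH2 virus are loaded with FluxOr dye for 45 min, and thallium flux is measured in kinetic reads before and after stimulation buffer. Rate constants are normalized to DMSO controls.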
KCNH2 3.1 inh – blocks the human KCNH2 3.1 channel isoform | activity change, % (tested at about 1.8 µM) | U2OS KCNH2 3.1, thallium flux FluxOr; stronger effect = lower value | hit rate 0.95% among 340,000;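 active means maximum activity change below -70%; inconclusive means maximum activity change from -70% to -50%; inactive means maximum activity change above -50%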;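 further: thallium influx rate constant from kinetic fluorescence after stimulation buffer; on the % scale 0 is the no-effect control and ±100 the full control effect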
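FluxOr-based Tl+ influx in U2OS cells transduced with KCNH2 3.1 virus; rate constants normalized to DMSO controls.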
B2AR arrestin – recruits beta-arrestin to the human beta2-adrenergic receptor; beta-arrestin recruitment to beta2AR, cell-based reporter; Potency, µM (titrated, usually from 46.1 µM), inactives show at the highest dose activation, most hits filed as activators; hit rate 0.02% among 330,000; AID 492947;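 further: potency means the concentration at half of the fitted maximal effect; 0% = DMSO controls and full agonism = EC100 isoproterenol or metaproterenol; nearly all actives have a fitted effect of over 65% in size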
PKM2 act – activators of human pyruvate kinase M2; hit rate 0.34% among 260,000; purified PKM2, Kinase-Glo ATP luminescence, activation; response scale: 0% is enzyme alone, no compound; AID 1631; P14618; Potency, µM (doses to about 57.5 µM), inactives show at the top dose activation, hits mostly activators; further: potency means the concentration at half of the fitted maximal effect; on the % scale 0 is the no-effect control and ±100 the full control effect; nearly all actives have a fitted effect of over 55% in size
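Kinase-Glo luminescence reports ATP generated from ADP (0.1 mM) and PEP (0.5 mM) by purified hPK-M2 after 1 h at room temperature, pH 7.2 imidazole buffer; intermediate enzyme activity allows detecting inhibitors and activators.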
Menin MLL FP TR – inhibitors of human menin-MLL interaction, mutant MLL peptide. hit rate 0.23% among 270,000. O00255. Potency, µM (doses to about 61.6 µM), inactives show at the highest dose FP activity change, negative = inhibition, hits mostly inhibitors. Menin + Texas Red MLL mutant peptide, fluorescence polarization; active means well fitted inhibition curve with a large enough effect in the polarisation, with a control signal flat, not every such curve was filed as active; inconclusive means small, poorly fitted or top-dose-only effect, or effect the other way, or a change in a side signal; inactive means no such curve, though single readings can be large or run the other way; the % refers to the polarisation; further: potency means the concentration at half of the fitted maximal effect; % of control where 0% means no effect; many of its hits are not listed in these tables
FBPA coupling cs – inhibits coupling enzyme system, counter-screen for aldolase hits; coupling enzyme system counterscreen, AmpLite Red fluorescence; activity change, negative = inhibition, % at 58.2 µM, hits read low; hit rate 0.67% among 290,000; AID 2472; in the data active means activity change below about -30%; further: on the % scale 0 is the no-effect control and ±100 the full control effect
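Activity here indicates interference with the coupling reaction, not aldolase inhibition. Compounds at 57.5 uM final met coupling enzymes for 10 min at RT; substrate and AmpLite Red detection followed, with a 525/598 nm fluorescence read after 20 min.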
CXXC DNA block – MLL CXXC-DNA interaction inhibition | Q03164 | MLL-CXXC / FITC-HOXA9 DNA fluorescence polarization | Potency, µM (titrated, usually from 115 µM), inactives show at the highest dose activity change, negative = inhibition, actives largely listed as inhibitors | hit rate 0.037% among 290,000; active means well fitted inhibition curve with a large enough effect in the polarisation, with a control signal flat, not every such curve was filed as active; inconclusive means small, poorly fitted or top-dose-only effect, or effect the other way, or a change in a side signal; inactive means no such curve, though single readings can be large or run the other way; the % refers to the polarisation; further: potency means the concentration at half of the fitted maximal effect
Target sequence (Q03164 whole entry, looked up): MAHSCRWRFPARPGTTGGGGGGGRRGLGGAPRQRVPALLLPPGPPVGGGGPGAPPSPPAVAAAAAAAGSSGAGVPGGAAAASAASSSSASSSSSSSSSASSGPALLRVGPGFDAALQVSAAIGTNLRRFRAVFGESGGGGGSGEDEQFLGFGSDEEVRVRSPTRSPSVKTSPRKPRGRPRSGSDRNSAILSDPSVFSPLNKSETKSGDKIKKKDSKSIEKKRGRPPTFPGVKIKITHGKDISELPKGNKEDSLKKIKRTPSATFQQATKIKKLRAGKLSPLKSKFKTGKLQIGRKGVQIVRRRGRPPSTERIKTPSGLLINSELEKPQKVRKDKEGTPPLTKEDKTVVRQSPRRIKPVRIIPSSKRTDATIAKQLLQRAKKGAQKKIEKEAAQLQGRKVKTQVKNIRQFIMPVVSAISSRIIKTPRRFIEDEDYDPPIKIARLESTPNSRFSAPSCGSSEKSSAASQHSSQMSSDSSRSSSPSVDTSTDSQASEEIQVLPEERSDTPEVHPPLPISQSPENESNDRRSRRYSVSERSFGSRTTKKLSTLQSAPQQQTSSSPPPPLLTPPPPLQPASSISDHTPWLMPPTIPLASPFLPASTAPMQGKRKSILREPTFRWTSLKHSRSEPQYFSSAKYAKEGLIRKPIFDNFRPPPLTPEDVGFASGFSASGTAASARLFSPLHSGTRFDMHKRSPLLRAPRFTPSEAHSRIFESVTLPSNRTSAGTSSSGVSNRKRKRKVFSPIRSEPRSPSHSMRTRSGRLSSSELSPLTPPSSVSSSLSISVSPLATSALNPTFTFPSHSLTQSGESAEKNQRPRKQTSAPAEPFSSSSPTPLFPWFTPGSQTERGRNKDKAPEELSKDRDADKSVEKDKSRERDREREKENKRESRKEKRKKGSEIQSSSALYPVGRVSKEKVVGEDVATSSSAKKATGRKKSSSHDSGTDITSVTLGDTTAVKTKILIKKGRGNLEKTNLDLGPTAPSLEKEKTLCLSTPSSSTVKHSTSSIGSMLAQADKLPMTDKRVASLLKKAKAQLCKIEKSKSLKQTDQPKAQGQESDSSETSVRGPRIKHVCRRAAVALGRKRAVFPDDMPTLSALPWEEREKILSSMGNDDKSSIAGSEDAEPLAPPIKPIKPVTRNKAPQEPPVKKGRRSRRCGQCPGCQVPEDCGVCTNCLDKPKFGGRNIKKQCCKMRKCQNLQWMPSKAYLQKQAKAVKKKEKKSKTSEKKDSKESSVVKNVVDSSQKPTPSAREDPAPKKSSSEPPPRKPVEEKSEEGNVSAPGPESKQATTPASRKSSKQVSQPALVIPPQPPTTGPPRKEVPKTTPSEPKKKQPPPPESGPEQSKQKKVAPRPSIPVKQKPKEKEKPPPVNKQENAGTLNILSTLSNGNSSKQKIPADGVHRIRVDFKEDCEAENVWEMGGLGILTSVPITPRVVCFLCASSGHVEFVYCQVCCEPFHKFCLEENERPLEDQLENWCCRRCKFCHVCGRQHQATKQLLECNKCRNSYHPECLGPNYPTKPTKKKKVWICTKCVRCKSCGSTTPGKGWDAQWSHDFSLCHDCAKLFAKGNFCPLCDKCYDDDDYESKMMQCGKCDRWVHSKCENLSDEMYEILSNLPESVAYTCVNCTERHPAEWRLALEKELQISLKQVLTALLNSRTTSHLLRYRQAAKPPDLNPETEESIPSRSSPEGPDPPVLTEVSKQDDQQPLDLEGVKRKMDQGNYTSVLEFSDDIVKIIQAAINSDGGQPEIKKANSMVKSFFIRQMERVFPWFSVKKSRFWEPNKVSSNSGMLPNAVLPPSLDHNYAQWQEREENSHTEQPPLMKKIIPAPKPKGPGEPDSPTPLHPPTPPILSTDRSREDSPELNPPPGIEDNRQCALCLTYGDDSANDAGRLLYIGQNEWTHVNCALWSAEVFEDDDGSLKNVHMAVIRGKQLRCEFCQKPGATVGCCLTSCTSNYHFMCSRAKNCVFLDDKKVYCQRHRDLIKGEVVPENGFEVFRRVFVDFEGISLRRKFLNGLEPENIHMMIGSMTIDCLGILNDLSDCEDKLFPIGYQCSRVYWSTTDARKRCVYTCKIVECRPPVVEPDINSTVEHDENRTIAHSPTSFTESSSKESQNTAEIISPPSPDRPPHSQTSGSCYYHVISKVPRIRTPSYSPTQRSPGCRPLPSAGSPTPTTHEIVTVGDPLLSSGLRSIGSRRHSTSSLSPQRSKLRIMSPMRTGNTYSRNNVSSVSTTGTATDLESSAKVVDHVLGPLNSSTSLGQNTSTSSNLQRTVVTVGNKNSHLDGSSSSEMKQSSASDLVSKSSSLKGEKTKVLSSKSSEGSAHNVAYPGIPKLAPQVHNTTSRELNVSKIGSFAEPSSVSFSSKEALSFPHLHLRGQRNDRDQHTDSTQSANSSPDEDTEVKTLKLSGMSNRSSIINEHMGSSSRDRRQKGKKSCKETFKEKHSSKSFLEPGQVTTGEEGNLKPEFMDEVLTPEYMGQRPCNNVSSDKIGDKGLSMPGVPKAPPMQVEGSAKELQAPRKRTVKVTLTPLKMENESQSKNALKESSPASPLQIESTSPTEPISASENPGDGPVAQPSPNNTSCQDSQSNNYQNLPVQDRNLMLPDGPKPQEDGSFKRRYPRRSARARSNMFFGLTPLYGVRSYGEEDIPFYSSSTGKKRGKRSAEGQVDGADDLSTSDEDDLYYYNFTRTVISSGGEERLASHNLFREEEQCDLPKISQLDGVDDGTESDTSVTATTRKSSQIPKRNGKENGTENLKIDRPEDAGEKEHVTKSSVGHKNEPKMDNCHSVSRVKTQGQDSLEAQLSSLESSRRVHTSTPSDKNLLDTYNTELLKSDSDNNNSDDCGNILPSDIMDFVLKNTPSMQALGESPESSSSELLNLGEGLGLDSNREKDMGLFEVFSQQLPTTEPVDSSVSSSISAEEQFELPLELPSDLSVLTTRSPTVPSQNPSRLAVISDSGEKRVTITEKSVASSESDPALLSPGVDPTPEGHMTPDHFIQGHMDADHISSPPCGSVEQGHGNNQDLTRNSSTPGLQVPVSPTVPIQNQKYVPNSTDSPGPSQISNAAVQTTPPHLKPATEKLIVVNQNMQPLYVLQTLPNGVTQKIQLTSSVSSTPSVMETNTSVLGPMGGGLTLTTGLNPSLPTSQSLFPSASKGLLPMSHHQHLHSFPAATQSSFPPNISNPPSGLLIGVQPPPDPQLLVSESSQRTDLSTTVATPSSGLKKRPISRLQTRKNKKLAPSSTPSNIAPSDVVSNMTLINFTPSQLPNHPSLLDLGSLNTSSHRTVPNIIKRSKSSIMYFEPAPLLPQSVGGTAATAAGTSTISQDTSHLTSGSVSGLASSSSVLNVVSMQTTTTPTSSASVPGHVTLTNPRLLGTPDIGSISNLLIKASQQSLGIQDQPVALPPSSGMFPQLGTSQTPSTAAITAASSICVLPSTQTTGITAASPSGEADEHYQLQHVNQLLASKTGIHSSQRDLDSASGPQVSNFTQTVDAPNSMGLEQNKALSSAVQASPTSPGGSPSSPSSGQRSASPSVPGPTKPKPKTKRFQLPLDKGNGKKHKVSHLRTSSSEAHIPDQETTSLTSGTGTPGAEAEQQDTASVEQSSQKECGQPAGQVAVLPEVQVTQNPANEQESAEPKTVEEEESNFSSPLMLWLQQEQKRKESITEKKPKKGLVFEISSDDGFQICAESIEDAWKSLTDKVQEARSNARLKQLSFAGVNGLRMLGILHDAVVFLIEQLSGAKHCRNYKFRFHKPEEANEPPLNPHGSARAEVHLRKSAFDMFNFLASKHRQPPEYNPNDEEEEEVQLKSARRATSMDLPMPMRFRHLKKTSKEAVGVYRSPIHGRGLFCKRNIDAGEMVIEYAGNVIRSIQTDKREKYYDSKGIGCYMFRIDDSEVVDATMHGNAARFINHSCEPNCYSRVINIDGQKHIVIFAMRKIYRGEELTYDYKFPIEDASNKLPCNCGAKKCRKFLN
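Steps: dispense CXXC domain solution (7 uM) → pin compounds or unlabeled HOX-A9 DNA control → 5 min ambient → add FLSN-HOX-A9 solution (50 nM) → spin → 30 min ambient → fluorescence polarization. Tris pH 7.5/NaCl/DTT/BSA buffer.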
Numbers without * were called inactive; ? = inconclusive; · = no result given; [ ] = dose if it differs, or a comment. Unless noted, the call rests on the fitted dose curve; in most records, active means well fitted curve in the direction sought with a large enough effect; inconclusive means small, poorly fitted or top-dose-only effect, or another doubt; inactive means no such curve, though single readings can be large; an effect the other way counts as inactive or inconclusive. An excerpt, so the mix of outcomes need not match the whole.

SMILES | GALK inh | TRPV1 ag | Giardia kill | USP2a block | KCNH2 WT inh | KCNH2 3.1 inh | B2AR arrestin | PKM2 act | Menin MLL FP TR | FBPA coupling cs | CXXC DNA block
CC(C)OCCCNC(=O)c1ccc(CS(=O)(=O)c2cccc(C(F)(F)F)c2)o1 | -8% | -8 | -12 | 7% | -2 | -34 | 0.1% | · | -26% | 0 | -4%
COc1cc(C(=O)OCC#N)ccc1OCc1c(C)noc1C | 0% | -3 | -1 | 0% | 1 | -7 | -0.1% | -1% | · | -3 | -2%
CCC(C(=O)NC1CCCC1)n1nc(C)n2c(cc3occc32)c1=O (stereo not given) | -3% | -1 | -5 | 2% | 4 | 10 | 0.3% | · | · | · | 0%
CCCN(CC(=O)Nc1ccccc1C)C(=O)C1CC(=O)N(c2ccccc2C(C)CC)C1 (stereo not given) | · | 0 | 34[activator] | 0% | 2 | -31 | 0.5% | · | · | · | ·
O=C1CN(c2ccc(Br)cc2)C(=O)N1CC(=O)N1CCCc2ccccc21 | 4% | 0 | -2 | -2% | 4 | -2 | 0.0% | -3% | 5% | 1 | -8%
CC1Cc2cc(/C(O)=C3/C(=O)C(=O)N(CCN4CCOCC4)C3c3cccc(Cl)c3)ccc2O1 (stereo not given) | -1% | 4 | -13 | 3% | 6 | 15 | 0.1% | 2% | -16% | 7 | -14%
O=C(Nc1cccnc1)Nc1cccc(F)c1 | -2% | ? | -7 | 2% | -2 | -6 | -0.6% | -6% | 16% | 1 | 1%
O=C(NCC(c1ccco1)N1CCc2ccccc2C1)c1ccccc1 (stereo not given) | · | ? | 15 | -1% | -19 | 3 | -0.4% | · | · | · | ·
CCN(CC)S(=O)(=O)c1cccc(NC2=NCC(C)S2)c1 (stereo not given) | 8% | 9 | -6 | 0% | -6 | 16 | 0.0% | 1% | 1% | 0 | 4%
O=C(Nc1ccccc1Oc1ccccc1)C1=COCCO1 | -3% | 15 | 31[activator] | -7% | 6 | -4 | -0.3% | -6% | -3% | 3 | 2%
O=C(C(c1ccccc1)c1ccccc1)N1CCCc2ccccc21 | -3% | 22 | 3 | 2% | 1 | 1 | -1.0% | -6% | ? | -2 | -10%
CN(C)CCCNC1=CC(=O)CC(c2ccccc2)C1 (stereo not given) | -1% | 0 | -13 | 5% | -5 | -6 | -0.1% | 0% | 1% | 1 | 3%
Cc1cc(C)c(OCC(=O)N(Cc2ccc(N(C)C)cc2)C2CCS(=O)(=O)C2)c(C)c1 (stereo not given) | 12% | 8 | 5 | 2% | 4 | 2 | -0.4% | 0% | · | -1 | -5%
C=CCn1c(=O)c2c(nc(Br)n2Cc2ccccc2Cl)n(C)c1=O | · | -2 | 15 | 1% | 6 | -5 | 0.0% | 1% | 5% | 4 | -7%
COc1cc(OC)c2c(c1)OC(=O)CC2c1cc(OC)c(OC)c(OC)c1 (stereo not given) | · | · | 0 | 1% | 23 | -7 | -0.4% | · | 0% | 3 | ·
O=C(CN(CC1CCCO1)S(=O)(=O)c1ccc(S(=O)(=O)NC2CC2)cc1)Nc1ccccc1 (stereo not given) | 0% | 15 | -20 | 0% | -5 | -13 | -0.4% | -14% | 28% | -2 | -8%
Cc1ccc(C(=O)NC(=S)Nc2ccc(S(=O)(=O)N3CCN(C)CC3)cc2)cc1 | · | -3 | -6 | -1% | 14 | 6 | -0.5% | -6% | 10% | 1 | 6%
CCC1=NN(C(=O)c2cccc([N+](=O)[O-])c2)C(O)(c2ccc(C)cc2)C1 (stereo not given) | -1% | 7 | -16 | 3% | · | -11 | 0.4% | 5% | ? | 2 | -18%
O=C(NC1CCCN(CCc2ccccc2)C1)c1c[nH]c2ccccc12 (stereo not given) | 3% | -3 | 1 | 0% | 25 | -2 | -0.1% | 1% | 3% | -4 | -2%
CN(C(=O)CSc1nnc(-c2ccccc2)c(-c2ccccc2)n1)C1CCS(=O)(=O)C1 (stereo not given) | -2% | 16 | 8 | 1% | 1 | -3 | -0.5% | -1% | 0% | 2 | -1%
CCOc1ccc(OCC)c(NC(=O)CSCCc2ccccn2)c1 | -1% | 21 | 15 | 2% | 3 | 10 | -0.1% | -2% | -8% | -1 | 3%
CNC(=O)c1cc2c(s1)CCCCCC2 | -5% | -2 | -6 | 0% | -2 | 2 | -1.6% | ? | -25% | 0 | 10%
CCN(Cc1ccccc1)S(=O)(=O)c1ccc(OC)cc1 | 6% | 16 | -29 | -1% | -6 | 6 | -0.4% | 6% | -10% | 3 | 2%
COC(=O)c1ccc(Nc2ccc3nonc3c2[N+](=O)[O-])cc1 | 2% | 1 | -93* | -1% | -2 | -7 | -0.9% | 6% | ? | 1 | 6%
CCOC(=O)c1ccc(NC(=O)CCc2c(C)nc3ncnn3c2C)cc1 | 1% | 2 | 5 | -1% | -8 | 10 | -0.3% | -10% | -1% | -6 | 0%
Other results
SMILES | GALK inh | TRPV1 ag | Giardia kill | USP2a block | KCNH2 WT inh | KCNH2 3.1 inh | B2AR arrestin | PKM2 act | Menin MLL FP TR | FBPA coupling cs | CXXC DNA block
CCCc1nnc(NC(=O)CN2C(=O)C3C4C=CC(C4)C3C2=O)s1 (stereo not given) | -1% | 3 | 4 | 2% | -1 | -9 | -0.2% | -2% | 5% | 2 | 5%
CCOc1ccccc1N1CCN(C(=O)NC(C)c2ccc(F)c(F)c2)CC1 (stereo not given) | 1% | 0 | 12 | 0% | -3 | 2 | -0.4% | -3% | ? | 0 | 2%
C/C(=N\NC(=O)CCc1c[nH]c2ccccc12)c1ccc([N+](=O)[O-])cc1 | 1% | 3 | -1 | 2% | -4 | -20 | -0.5% | 4% | ? | 0 | 10%
CC(=O)c1ccc(N2CCN(CC(=O)Nc3cc(C)on3)CC2)cc1 | 0% | 1 | 14 | 1% | -10 | -7 | 0.1% | -12% | -1% | 1 | 1%
CCCCCNC1=CC(=O)CC(c2ccccc2)C1 (stereo not given) | 8% | · | -1 | 0% | -2 | 6 | -0.1% | -15% | · | 0 | -9%
Cc1cc(=O)n2cc(-c3ccccc3)nc2[nH]1 | 0% | 4 | -1 | 1% | 1 | -11 | -0.1% | -1% | 0% | 1 | 3%
COc1ccc(-n2ncc3c(NCc4ccc5c(c4)OCO5)ncnc32)cc1 | 2% | 4 | -5 | 0% | -5 | -8 | -0.4% | -6% | 17% | 1 | 25%
O=C(O)c1sccc1Oc1ccc(F)cc1[N+](=O)[O-] | 0% | 0 | -6 | -1% | -1 | 4 | -0.4% | -6% | 5% | -1 | -10%
Cc1ccc2c(c1)C(=O)N1[C@H]3c4ccccc4OC[C@@H]3[C@H](c3ccccc3)[C@]1(C)C(=O)N2 | · | · | -20 | 1% | 3 | ? | ? | · | · | · | ·
Cc1ccc(NC(=O)C2CCN(c3cnccn3)CC2)cc1C | 5% | ? | 9 | -3% | -4 | -12 | -0.1% | -3% | -3% | -2 | -4%
COc1ccc(CNC(=O)COC(=O)C2CC3C=CC2C3)cc1 (stereo not given) | -4% | -6 | -8 | 3% | -7 | 3 | -0.4% | -5% | 1% | 3 | 10%
O=C(NCCC1=CCCCC1)C1CCN(S(=O)(=O)c2cccc3nonc23)CC1 | 2% | -1 | -12 | -1% | -6 | -5 | -0.4% | -1% | 0% | 1 | -18%
COc1ccc(N2CC(NC(=O)NCC(C)C)CC2=O)cc1 (stereo not given) | 0% | -3 | -1 | 1% | -6 | -10 | -0.1% | -1% | 12% | 2 | -3%
CCCCC(=O)Nc1nc2ccc3nc(C)sc3c2s1 | 0% | 12 | 16 | -2% | 1 | -3 | -0.8% | -4% | 14% | 0 | -3%
Cc1ccc(N=C/C(C(=O)C(F)(F)F)=C(\O)c2ccco2)cc1Cl | -2% | 28 | 12 | 3% | 28 | -10 | 1.0% | 6% | 5% | -2 | 6%
Cc1occc1-c1nnc(SCC(=O)NC2CCCC2)n1C | -1% | 0 | 4 | 7% | 3 | 9 | 0.1% | -3% | 23% | 0 | 1%
O=S(=O)(/N=C(/Nc1ccc(Cl)cc1Cl)c1ccccc1)c1cccs1 | 2% | 1 | 6 | -5% | 2 | -15 | -0.3% | ? | 25% | -3 | -10%
Cc1c(Br)c([N+](=O)[O-])nn1CCCC(=O)Nc1c(C)n(C)n(-c2ccccc2)c1=O | 1% | 2 | -9 | 8% | 1 | 2 | 0.3% | 2% | -2% | 0 | -8%
